RNase H inhibition: RNase H inhibition, HIV 1 Gag Pol polyprotein, FRET biochemical assay, screening (AID 372); HIV-1 RT RNase H, FRET RNA/DNA substrate fluorescence; higher % means a stronger effect; one-dose inhibition, % at 10 µM; IC50 in µM for titrated hits; 0.77% of 100,000 active; in the data active = inhibition above about 50%
* marks the source's active call; other numbers are inactive results. Not all compounds are listed; the hit share may differ from the screen's.

SMILES | RNase H inhibition
Cc1cccc(N2C(=O)/C(=C/c3cccc(F)c3)SC2=S)c1C | 2%
O=C1c2cccc([N+](=O)[O-])c2C(=O)N1c1cccc(N2C(=O)c3cccc([N+](=O)[O-])c3C2=O)n1 | 4%
c1ccc(CSc2ncnc3nc[nH]c23)cc1 | 0%
Cc1c([N+](=O)[O-])c2ccc(O)cc2n1-c1ccc(Cl)cc1 | 8%
Cc1cc(Nc2ccc(Cl)cc2)nc(-n2nc(C)cc2C)n1 | 14%
O=C(/C=C/c1ccco1)Nc1ccc(O)c(-c2nc3ccccc3o2)c1 | 19%
COc1ccc(C(=O)NC(=S)Nc2ccc3oc(-c4ccc(Cl)cc4)nc3c2)cc1[N+](=O)[O-] | 44%
COC(=O)c1ccc(/C=N/Nc2nc(-c3ccc(C)cc3)cs2)cc1 | 6%
CCC(=O)Nc1ccc(NC(=S)NC(=O)c2ccccc2C)cc1 | 3%
COc1ccc(S(=O)(=O)Nc2ccc(I)cc2C)cc1 | 3%
O=C1NC(=S)S/C1=C/c1ccncc1 | 8%
COc1ccccc1C(=O)Nc1cccc2nsnc12 | 6%
CCCCOCC(O)CCc1n[nH]c(=S)n1-c1ccccc1 (centres undefined) | 1%
O=C(CN1C(=O)c2ccc([N+](=O)[O-])cc2C1=O)Nc1cc(Cl)ccc1C(=O)O | 0%
CCc1nn(-c2ccccc2)c2nc(-c3ccccc3OC)c3cc(OC)c(OC)cc3c12 | 12%
CCc1ccc(C2C(C#N)=C(SCC(=O)c3ccc(Cl)cc3)NC(C)=C2C(C)=O)cc1 (centres undefined) | 29%
COc1ccc(/C=C/C(C)=N\Nc2ccc([N+](=O)[O-])cc2)cc1 | 2%
O=C1CC(N2CCC(Cc3ccccc3)CC2)C(=O)N1c1ccccc1 (centres undefined) | 18%
Cc1ccnc(NS(=O)(=O)c2ccc(NC(=O)/C=C/c3ccc(C(C)C)cc3)cc2)n1 | 13%
COc1cc(C)c(CNC2C3CC4CC(C3)CC2C4)cc1C (centres undefined) | 15%
Cc1ccc(-c2nc3cc(NC(=O)c4ccc(Br)o4)ccc3o2)cc1 | 8%
C#CC(C)(C)NC(=O)/C=C/c1ccccc1Cl | 9%
Cc1sc(NC(=O)c2ccc(Cl)cc2)c(C(=O)OC(C)C)c1C | 9%
CCN(CC)c1ccc(/C=N\NC(=O)c2cccc3cc[nH]c23)cc1 | 46%
CC(=O)C1=C(O)C(=O)N(c2cccc(C(F)(F)F)c2)C1c1ccc([N+](=O)[O-])cc1 (centres undefined) | 0%
COc1cc2ccccc2cc1C(=O)NC(=S)Nc1ccccc1C | 9%
O=c1c2cccc(Cl)c2c(=O)c2c1cc1ccc3cccc4ccc2c1c34 | 13%
COc1ccc(/C=C(\NC(=O)c2cc(OC)c(OC)c(OC)c2)C(=O)O)c(OC)c1 | 11%
COc1ccccc1CNC(=O)Cc1ccccc1[N+](=O)[O-] | 9%
CCCCOC(=O)NC(NCC(O)c1ccccc1)(C(F)(F)F)C(F)(F)F (centres undefined) | 8%

No new results follow: an excerpt of the list.
SMILES | RNase H inhibition
COc1ccccc1C(=O)Nc1cccc2nsnc12 | 6%
CCCCOCC(O)CCc1n[nH]c(=S)n1-c1ccccc1 (centres undefined) | 1%
O=C(CN1C(=O)c2ccc([N+](=O)[O-])cc2C1=O)Nc1cc(Cl)ccc1C(=O)O | 0%
CCc1nn(-c2ccccc2)c2nc(-c3ccccc3OC)c3cc(OC)c(OC)cc3c12 | 12%
CCc1ccc(C2C(C#N)=C(SCC(=O)c3ccc(Cl)cc3)NC(C)=C2C(C)=O)cc1 (centres undefined) | 29%
COc1ccc(/C=C/C(C)=N\Nc2ccc([N+](=O)[O-])cc2)cc1 | 2%
O=C1CC(N2CCC(Cc3ccccc3)CC2)C(=O)N1c1ccccc1 (centres undefined) | 18%
Cc1ccnc(NS(=O)(=O)c2ccc(NC(=O)/C=C/c3ccc(C(C)C)cc3)cc2)n1 | 13%
COc1cc(C)c(CNC2C3CC4CC(C3)CC2C4)cc1C (centres undefined) | 15%
Cc1ccc(-c2nc3cc(NC(=O)c4ccc(Br)o4)ccc3o2)cc1 | 8%
C#CC(C)(C)NC(=O)/C=C/c1ccccc1Cl | 9%
Cc1sc(NC(=O)c2ccc(Cl)cc2)c(C(=O)OC(C)C)c1C | 9%
CCN(CC)c1ccc(/C=N\NC(=O)c2cccc3cc[nH]c23)cc1 | 46%
CC(=O)C1=C(O)C(=O)N(c2cccc(C(F)(F)F)c2)C1c1ccc([N+](=O)[O-])cc1 (centres undefined) | 0%
COc1cc2ccccc2cc1C(=O)NC(=S)Nc1ccccc1C | 9%
O=c1c2cccc(Cl)c2c(=O)c2c1cc1ccc3cccc4ccc2c1c34 | 13%
COc1ccc(/C=C(\NC(=O)c2cc(OC)c(OC)c(OC)c2)C(=O)O)c(OC)c1 | 11%
COc1ccccc1CNC(=O)Cc1ccccc1[N+](=O)[O-] | 9%

Remaining list, next part.
SMILES | RNase H inhibition
COc1cc(C(=O)Nc2cccc(NC(=O)c3ccccc3)c2)cc(OC)c1OC | 13%
CCOC(=O)c1csc(NC(=O)c2ccc(-c3ccccc3)cc2)n1 | 0%
Cc1ccc(NC(=O)c2cccs2)c(C)c1 | 4%
O=C(c1ccc(F)cc1)N1CCN(C2CCN(Cc3ccccc3)CC2)CC1 | 0%
Cc1ccc2nsnc2c1NC(=O)c1ccc([N+](=O)[O-])cc1 | 6%
Cc1cccc(C(=O)N2c3c(C)cccc3C(Nc3ccccc3C)CC2C)c1 (centres undefined) | 8%
CCOC(=O)C1=C(C)N=c2s/c(=C\c3ccc(OC)cc3)c(=O)n2C1c1ccc2c(c1)OCO2 (centres undefined) | 10%
COCCCNC(=O)COc1ccc(Cl)cc1C | 10%
C=CCn1cnnc1C(CCC(C)C)CC(C)(C)O (centres undefined) | 3%
O=C(c1ccc2c(c1)OCO2)N1CCOCC1 | 2%
O=C(Oc1ccc(Br)cc1)c1ccc(N2C(=O)c3ccccc3C2=O)cc1 | 3%
COc1ccc(NC(=O)COc2ccc3ccccc3c2)cc1Cl | 5%
COc1cc(/C=C2\SC(N)=NC2=O)cc(Cl)c1OCCOc1ccc(C)c(C)c1 | 14%
O=C1NC(=S)S/C1=C\c1ccc(-c2ccccc2C(=O)O)o1 | 14%
Cc1ccc(NC(=S)SCCC(N)=O)cc1 | 13%
CCOc1ccc(C(=O)N/N=C(/C)c2cccc([N+](=O)[O-])c2)cc1 | 0%
O=C(O)CCC(NC(=O)c1cncc(Br)c1)C(=O)O (centres undefined) | 7%
C=CCN1C(=O)/C(=C\c2ccc(OC)c(OC)c2OC)C(=O)NC1=S | 3%
COc1ccc(/C=C(\NC(=O)c2ccccc2)C(=O)N2CCN(C)CC2)cc1OC | 0%
CCCOC(=O)C1=C(C)NC2=C(C(=O)CC(c3ccc(Cl)cc3)C2)C1c1ccc(OC)c(OC)c1 (centres undefined) | 11%
COc1cccc(C(=O)NNC(=O)c2cc([N+](=O)[O-])cc([N+](=O)[O-])c2)c1 | 3%
CCC(=O)N1CCN(c2ccc([N+](=O)[O-])cc2F)CC1 | 9%
CC(C)c1ccc(NC(=O)CCN2C(=O)c3ccccc3C2=O)cc1 | 4%
CC(=O)Nc1ccc(-n2c(C)cc(/C=C3\C(=O)NC(=O)N(c4ccc(C)cc4)C3=O)c2C)cc1 | 9%
CC(=O)N/C(=C\c1ccccc1)C(=O)NC(C(=O)O)C(C)C (centres undefined) | 7%
Cc1nc2scc(-c3ccccc3)c2c(=O)o1 | 0%
O=C(O)c1ccc(/C=N/NC(=O)c2ccc(N3Cc4ccccc4C3)cc2)cc1 | 16%
Cc1cc(C)cc(OC(=O)c2cccnc2)c1 | 12%
COc1ccc(/C=C/C(=O)N2c3ccccc3C(Nc3ccccc3)CC2C)cc1 (centres undefined) | 12%
O=C(O)c1ccc(-c2n[nH]c(=O)c3ccccc23)cc1 | 0%
CCOc1ccccc1N1CCN(S(=O)(=O)c2ccc(OC)cc2)CC1 | 7%
COc1ccc2ccccc2c1C1NC(=S)NC(C)=C1C(=O)Nc1cc(Cl)ccc1C (centres undefined) | 7%
CC1=C(C(=O)OCCOc2ccccc2)C(c2ccc(Cl)cc2)C2=C(CC(c3ccc(Cl)cc3)CC2=O)N1 (centres undefined) | 4%
O=Cc1ccc(-c2ccc(Cl)c(C(=O)O)c2)o1 | 8%
CCOCCOC(=O)C1=C(C)NC2=C(C(=O)CC(c3ccc(OC)cc3)C2)C1c1cc(Cl)c(O)c(OC)c1 (centres undefined) | 17%
CN1C(=O)/C(=C\c2ccccc2OCCOc2ccc(C(C)(C)C)cc2)SC1=S | 16%
COc1ccc(C(=O)NC(=S)Nc2cc(C)ccn2)cc1[N+](=O)[O-] | 11%
C=CCn1c(COc2ccc(Cl)cc2)n[nH]c1=S | 8%
CC(=O)Nc1nc(-c2ccc(C)c(C)c2)cs1 | 1%
O=C(Nc1nnc(SCc2ccc(F)cc2)s1)c1ccccc1Br | 12%
Cc1ccc(/C(O)=C2\C(=O)C(=O)N(c3ccc(O)cc3)C2c2ccc(F)cc2)cc1 (centres undefined) | 6%
Cc1ccc(S(=O)(=O)N(CC(=O)Nc2ccccc2Cl)c2ccc(Cl)cc2)cc1 | 3%
O=C(O)c1ccc(NC(=S)NC(=O)c2ccccc2)cc1 | 2%
C=C(C)COc1ccc2oc(C)c(C(=O)OCC)c2c1 | 0%
COc1ccc(C(=O)N2CCN(C(=O)c3ccco3)CC2)cc1OC | 0%
Cc1ccc(NC(=O)C2CC(=O)N(c3ccc(Br)cc3)C2)cc1Cl (centres undefined) | 5%
O=C(Cc1ccc(Cl)cc1)NCc1ccccn1 | 9%
Cc1cc(N=Cc2cc(Cl)cc(Br)c2O)no1 | 11%
O=[N+]([O-])c1cc(Br)c(O)c(C=Nc2cccc(Cl)c2)c1 | 0%
CCCNC(=O)c1cc2nc(-c3cccs3)cc(C(F)(F)F)n2n1 | 11%
(more compounds)
SMILES | RNase H inhibition
NC(=O)c1ccc(NC(=O)c2cc3ccccc3o2)cc1 | 6%
Cc1ccccc1C(=O)Nc1ccccc1C(=O)Nc1ccc(C(=O)O)cc1 | 7%
Cc1cc(-n2cc(Br)c(=O)[nH]c2=O)nc(-c2ccccc2)n1 | 15%
COc1cc(OC)cc(C(=O)NC2CCCCCCC2)c1 | 0%
COc1ccc(NC(=O)/C=C/c2ccc3c(c2)OCO3)cc1Cl | 15%
COc1ccc(NC(=O)C2CC(C)=C(C)CC2C(=O)O)cc1 (centres undefined) | 2%
CCC(Oc1ccccc1)C(=O)Nc1cc(Cl)ccc1C (centres undefined) | 16%
CC1=NN(c2ccccc2)C(=O)/C1=C(\C=C\c1ccc(Br)cc1)c1ccc(Br)cc1 | 9%
Cc1ccc(S(=O)(=O)N2CCN(c3ccc([N+](=O)[O-])c(NCc4ccccc4)c3)CC2)cc1 | 0%
CCOC(=O)c1ccc(NC(=O)CN(c2cc(OC)ccc2OC)S(C)(=O)=O)cc1 | 10%
CCSC(C)CC1C/C(=N/O)c2c(CC)noc2C1 (centres undefined) | 2%
Cc1ccc(NCC(=O)N/N=C\c2ccc(OC(=O)c3ccccc3Cl)cc2)cc1 | 14%
COc1ccc(-c2cc(C(=O)NCc3ccc(C)cc3)c3ccccc3n2)cc1 | 8%
CC(CCCC(C)(C)O)CC1OCCO1 (centres undefined) | 2%
CC1CCN(S(=O)(=O)c2cccc3ccccc23)CC1 | 18%
COc1cc2c(cc1OC)-c1nnc(C)n1C1(CCCC1)C2 | 8%
N#C/C(=C/c1ccc(I)o1)c1ccc(Cl)cc1 | 24%
COC(=O)COc1ccc(/C=C2\C(=O)NC(=S)N(c3ccc(C(C)C)cc3)C2=O)cc1OC | 0%
Cc1cccc(C(=O)Nc2sc3c(c2C(=O)O)CCC3)c1 | 10%
Cc1cccc(/C=N/NS(=O)(=O)c2ccccc2)c1 | 8%
Cn1c(/C=N/Nc2nc3ccccc3[nH]2)nc2ccccc21 | 4%
CCOc1ccc(N=C2C(=O)Nc3ccc(C)c(Br)c32)cc1 | 10%
CC(C)C1=NN2C(=N)/C(=C/c3ccccc3)C(=O)N=C2S1 | 15%
COC(=O)c1ccc(C(=O)OC)c(NC(=O)C2CC3CCC2C3)c1 (centres undefined) | 8%
COc1ccc(N2C(=O)/C(=C\c3ccccc3OCc3ccccc3)C(=O)NC2=S)cc1 | 9%
O=C(Nc1cccc(C(F)(F)F)c1)C1C2C3CCC(C3)C12 (centres undefined) | 12%
Cc1cccc2c1[nH]c1nc(N=Nc3c(O)n(C)c4ccc([N+](=O)[O-])cc34)nnc12 | 7%
CCOC(=O)C1=C(C)N=c2s/c(=C/c3ccc(-c4cccc(C(F)(F)F)c4)o3)c(=O)n2C1c1ccc(OC)c(OC)c1 (centres undefined) | 17%
COc1ccc(N(CC(N)=O)S(=O)(=O)c2ccccc2)cc1OC | 23%
Cc1nn(CC(=O)NCc2ccccc2)c(=O)c2ccccc12 | 7%
Cc1ccccc1OCC(=O)Nc1cccc(Cl)c1C | 16%
O=[N+]([O-])c1ccccc1S(=O)(=O)Nc1ccc(S(=O)(=O)N2CCOCC2)cc1 | 51%*
COc1ccc(NC(=O)c2cccc(F)c2)cc1OC | 0%
S=C(NCc1ccco1)NC1CCCC1 | 6%
CCCOc1ccc(C2C(C(=O)OC3CCCC3)=C(C)NC3=C2C(=O)CC(c2ccc(Cl)cc2)C3)cc1 (centres undefined) | 12%
COc1cc(NC(=O)c2ccc(C)cc2Cl)cc(OC)c1 | 0%
COc1ccccc1CC(=O)NCc1ccco1 | 12%
N#C/C(=N/Nc1ccccc1[N+](=O)[O-])C(=N)N1CCOCC1 | 20%
COc1ccc(Br)cc1C=Nc1c(C)n(C)n(-c2ccccc2)c1=O | 11%
Cc1cccc(NC(=O)COc2ccc3ccccc3c2)n1 | 15%
Cc1onc(-c2ccccc2Cl)c1C(=O)NNc1nc2ccccc2s1 | 1%
O=Cc1cc(Cl)c(OCc2ccccc2F)c(Cl)c1 | 44%
COc1cc(C2Nc3ccccc3NC3=C2C(=O)CC(c2ccc4c(c2)OCO4)C3)cc(OC)c1O (centres undefined) | 0%

Screens (PubChem BioAssay)
